mHTT-CaM PPI inh – mutant huntingtin-calmodulin interaction inhibitors – biochemical, AlphaScreen, primary screen | P42858 | AlphaScreen His-mHTT/GST-CaM binding, luminescence | inhibition, % at 15 µM | actives 3.6% (n = 190,000);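 note: 0% = both proteins with DMSO and 100% = one protein alone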
Pf apPOL block – Pf-apPOL inhibitors, biochemical, fluorescence | Recombinant Pf-apPOL, molecular beacon fluorescence, 1.5 h | inhibition, % at 10 µM | actives 0.25% (n = 210,000) | Plasmodium falciparum apicoplast DNA polymerase (apPOL)
Active calls of the source: *; & = joins results of further samples. Cut-off read from the data, not from the text of the source: active = inhibition above about 50%; inactive = the rest.

`Cc1cc(Oc2ccc(=O)n(C)n2)nc(SCc2ccccc2)n1` gave mHTT-CaM PPI inh -5 and Pf apPOL block 1.
`CN(C)CCNC(=O)C1CCN(Cc2cc3ccccc3n2Cc2ccccc2)CC1` gave mHTT-CaM PPI inh 100* and Pf apPOL block 5.
Screening CCc1ccccc1NC(=O)N1CCCC1c1cc(C(C)C)on1 (stereo not drawn) returned mHTT-CaM PPI inh -6 and Pf apPOL block -2.
`CC(C)NC(=O)C1CCCCN1C(=O)c1cc(-c2cccc(Cl)c2)on1` (stereo not drawn) gave mHTT-CaM PPI inh -3 and Pf apPOL block -2.
For COc1cccc(-c2nc(C3CCN(C(=O)COc4cccc(C)c4)CC3)no2)c1 the results were mHTT-CaM PPI inh 31 and Pf apPOL block -5.
Screening CS(=O)(=O)N1CCN(S(C)(=O)=O)C(=O)C1 returned mHTT-CaM PPI inh -3.
`CC(=O)Nc1ccc(-c2cnc(-c3ccc(NC(C)=O)cc3)nc2)cc1` gave mHTT-CaM PPI inh -2 and Pf apPOL block -14.
Screening CCN1C(=O)c2ccccc2Oc2ccc(C(=O)NC3CCCCC3)cc21 returned mHTT-CaM PPI inh 5 and Pf apPOL block -4.
Screening CCc1ccccc1NC(=O)c1c(NC(=O)c2ccco2)sc2c1CCC2 returned mHTT-CaM PPI inh -4 and Pf apPOL block 4.
`COc1ccc(-c2cc(C(F)(F)F)n3nc(C(=O)NC(C)(C)C)c(Cl)c3n2)cc1OC` gave mHTT-CaM PPI inh -1 and Pf apPOL block 0.
For Cc1ccc(-c2csc(N)n2)cc1 the results were mHTT-CaM PPI inh 4&15 and Pf apPOL block -2.
Cc1cc(C)nc(NS(=O)(=O)c2ccc(NC(=O)CSc3cccc4cccnc34)cc2)n1 was read as mHTT-CaM PPI inh 16 and Pf apPOL block 0.
`O=C(CCn1nc(C(F)(F)F)c(Cl)c1C1CC1)Nc1nccs1` gave mHTT-CaM PPI inh -5.
For COc1ccc(NC(=O)C(Cl)(Cl)Cl)c(OC)c1 the results were mHTT-CaM PPI inh -6 and Pf apPOL block -1.
Cc1n[nH]c(C)c1S(=O)(=O)N1CCC(C(=O)NCCc2ccc(Cl)cc2)CC1 was read as mHTT-CaM PPI inh 5 and Pf apPOL block -2.

Compounds listed so far with four or more nitrogen atoms (7):
`Cc1cc(Oc2ccc(=O)n(C)n2)nc(SCc2ccccc2)n1` gave mHTT-CaM PPI inh -5 and Pf apPOL block 1.
`CN(C)CCNC(=O)C1CCN(Cc2cc3ccccc3n2Cc2ccccc2)CC1` gave mHTT-CaM PPI inh 100* and Pf apPOL block 5.
`CC(=O)Nc1ccc(-c2cnc(-c3ccc(NC(C)=O)cc3)nc2)cc1` gave mHTT-CaM PPI inh -2 and Pf apPOL block -14.
`COc1ccc(-c2cc(C(F)(F)F)n3nc(C(=O)NC(C)(C)C)c(Cl)c3n2)cc1OC` gave mHTT-CaM PPI inh -1 and Pf apPOL block 0.
Cc1cc(C)nc(NS(=O)(=O)c2ccc(NC(=O)CSc3cccc4cccnc34)cc2)n1 was read as mHTT-CaM PPI inh 16 and Pf apPOL block 0.
`O=C(CCn1nc(C(F)(F)F)c(Cl)c1C1CC1)Nc1nccs1` gave mHTT-CaM PPI inh -5.
Cc1n[nH]c(C)c1S(=O)(=O)N1CCC(C(=O)NCCc2ccc(Cl)cc2)CC1 was read as mHTT-CaM PPI inh 5 and Pf apPOL block -2.

Ordered by number of heavy atoms (low to high): some entries from above
For Cc1ccc(-c2csc(N)n2)cc1 the results were mHTT-CaM PPI inh 4&15 and Pf apPOL block -2.
`CC(C)NC(=O)C1CCCCN1C(=O)c1cc(-c2cccc(Cl)c2)on1` (stereo not drawn) gave mHTT-CaM PPI inh -3 and Pf apPOL block -2.
Screening CCc1ccccc1NC(=O)c1c(NC(=O)c2ccco2)sc2c1CCC2 returned mHTT-CaM PPI inh -4 and Pf apPOL block 4.

Continued.
`Cc1oc(C)c2c(=O)cc(-c3ccc4c(c3)OCO4)cc(O)c12` gave mHTT-CaM PPI inh 53* and Pf apPOL block 6.
For CCOC(=O)c1cc(C(C)=O)on1 the results were Pf apPOL block -6.
COC1OC2COC(C)(C)OC2C(O)C1NC(C)=O (stereo not drawn) was read as mHTT-CaM PPI inh -5 and Pf apPOL block -8.
`Nc1nc(-c2ccc3c(c2)Cc2ccccc2-3)cs1` gave mHTT-CaM PPI inh 17 and Pf apPOL block -7.
For Cc1ccc(NS(=O)(=O)c2ccc(Cl)cc2)cc1C the results were mHTT-CaM PPI inh -16 and Pf apPOL block 1.
`COc1ccc(C(=O)CC(c2ccccc2)S(=O)(=O)c2ccccc2)cc1` (stereo not drawn) gave mHTT-CaM PPI inh -6 and Pf apPOL block -4.
`Fc1cccc(C2CC(c3cccc(Br)c3)Nc3nnnn32)c1` (stereo not drawn) gave mHTT-CaM PPI inh 5 and Pf apPOL block -4.
Screening CN1CCN(CC(=O)N2CCCC2=O)CC1 returned mHTT-CaM PPI inh -6.
Cc1cccc(NC(=O)Cc2c[nH]c3ncccc23)c1C was read as mHTT-CaM PPI inh -5 and Pf apPOL block 0.
Screening CCN1C(=O)c2cccnc2Sc2cc(C(=O)NC(C)C)ccc21 returned mHTT-CaM PPI inh 0 and Pf apPOL block 7.
COc1ccc2nc(N3CCCC(C(=O)NCCN4CCCCC4C)C3)sc2c1 (stereo not drawn) was read as mHTT-CaM PPI inh 10 and Pf apPOL block -7.
For COc1ccccc1C(=O)ON=C(N)c1cccc(C(F)(F)F)c1 the results were Pf apPOL block 4.
For CN1CCN(C(=O)C2CCN(c3nc4ccc(-c5ccccc5)nc4s3)CC2)CC1 the results were mHTT-CaM PPI inh 29 and Pf apPOL block -16.
Screening O=C(c1ccc2c(c1)OCO2)N1CCc2c(nc3cc(-c4ccccc4)[nH]n3c2=O)C1 returned mHTT-CaM PPI inh -1 and Pf apPOL block -1.
CCN1CCn2cc(C(=O)NCc3cccc(Br)c3)nc2C1 was read as mHTT-CaM PPI inh 47 and Pf apPOL block -5.
`CCOC(=O)CN1CCN(c2ccccc2F)C(=O)C1C` (stereo not drawn) gave mHTT-CaM PPI inh -2 and Pf apPOL block -2.
Screening CCCn1ncc(N2CCC(C(=O)NC3CC3)CC2)cc1=O returned mHTT-CaM PPI inh -3 and Pf apPOL block -4.
Screening O=C(COc1ccc([N+](=O)[O-])cc1)Nc1sc2c(c1C(=O)NCc1ccco1)CCCC2 returned mHTT-CaM PPI inh -2 and Pf apPOL block -4.
For CCCN(CC1CC1)c1ccc(N2C(=O)C3CCCCC3C2=O)cc1[N+](=O)[O-] (stereo not drawn) the results were mHTT-CaM PPI inh 47 and Pf apPOL block -18.
Screening Cn1c(=O)c(I)c(O)c2ccccc21 returned Pf apPOL block 2&2.
For CCCNC(=O)c1cc2nc(N(C)C)n(-c3ccc(OC)cc3)c2s1 the results were mHTT-CaM PPI inh 34 and Pf apPOL block 5.
For CCOCCCNc1nccn2c(C)ncc12 the results were mHTT-CaM PPI inh 25 and Pf apPOL block -26.
For CCCN1C(=O)CCc2cc(NC(=O)C(C)(C)C)ccc21 the results were mHTT-CaM PPI inh 2 and Pf apPOL block -18.
Cc1nn(C(=O)COc2ccc(Cl)cc2)c(C)c1Sc1ccccc1[N+](=O)[O-] was read as mHTT-CaM PPI inh -3 and Pf apPOL block -1.
For O=C(NCc1ccco1)c1ccc(Br)o1 the results were mHTT-CaM PPI inh 0 and Pf apPOL block -18.
`O=S(=O)(c1ccc(N=Cc2ccccc2O)cc1)N1CCOCC1` gave mHTT-CaM PPI inh -3 and Pf apPOL block -8.
For COc1ccc(CN([C@H](C)C=O)S(=O)(=O)N(Cc2ccccc2)[C@H](C=O)C(C)C)cc1 the results were mHTT-CaM PPI inh 97* and Pf apPOL block 0.
`Cc1cccc(C)c1NC(=O)C(C)Sc1ccc(Cl)cc1` (stereo not drawn) gave mHTT-CaM PPI inh -4 and Pf apPOL block 13.
Screening COc1cc(OC)cc(-n2nc(C(=O)N(C)c3cc(Cl)ccc3C)c3ccccc3c2=O)c1 returned mHTT-CaM PPI inh 13 and Pf apPOL block 0.
`O=C(CSC1=NCCN1Cc1ccccc1)NN(Cc1c(F)cccc1Cl)c1ccccc1` gave Pf apPOL block -5.
`CN1C(=O)C(CC(=O)NC2CCCCCC2)Sc2ncccc21` (stereo not drawn) gave mHTT-CaM PPI inh -12 and Pf apPOL block 3.
COc1ccc(C(=O)Nn2cnnc2)cc1[N+](=O)[O-] was read as mHTT-CaM PPI inh 1 and Pf apPOL block -6.
For O=C(O)c1cc2c(O)cccc2[nH]1 the results were mHTT-CaM PPI inh 2 and Pf apPOL block 30.
For Fc1ccccc1Nc1ncnc2c1cnn2-c1ccc(Cl)cc1 the results were mHTT-CaM PPI inh 3 and Pf apPOL block -8.
Screening COc1ccc(-c2ncc3c(n2)CCN(C(=O)Cc2ccc(OC)cc2Cl)C3)cc1 returned mHTT-CaM PPI inh 14 and Pf apPOL block -4.
For COC(=O)c1cccc(C(=O)Nc2ccc(Br)cc2F)n1 the results were mHTT-CaM PPI inh -15 and Pf apPOL block -8.
`COc1cccc2cc(C(=O)Nc3ccc(N4CCCN(C(=O)C5CC5)CC4)cc3)oc12` gave mHTT-CaM PPI inh 61* and Pf apPOL block 4.
`Cc1nn(-c2ccccc2)c2c1C(=O)CC(c1cccs1)C2` (stereo not drawn) gave mHTT-CaM PPI inh -7 and Pf apPOL block -3.
Screening Cc1nc(CC(=O)Nc2ccc(F)cc2Cl)cs1 returned mHTT-CaM PPI inh 0 and Pf apPOL block -1.
`Cc1occc1C(=O)NCCCn1ccnc1` gave mHTT-CaM PPI inh 15 and Pf apPOL block -2.
Screening COc1cc(/C=c2\sc3nc(-c4ccc(Cl)cc4)nn3c2=O)cc(OC)c1OC returned mHTT-CaM PPI inh -7 and Pf apPOL block 4.
For COc1ccc(CN(C)CCN(C)C)cc1OC the results were mHTT-CaM PPI inh -3 and Pf apPOL block 6.
`CS(=O)(=O)N1CCN(c2ccc([N+](=O)[O-])c(N3CCCC3)c2)CC1` gave mHTT-CaM PPI inh 26 and Pf apPOL block -2.
Screening Cc1cc(OCC(=O)NCc2ccc(Cl)cc2)nc(N2CCCC2)n1 returned mHTT-CaM PPI inh 0 and Pf apPOL block -4.
COc1ccc(C=C2Oc3cc(OCC(=O)OC(C)(C)C)ccc3C2=O)c(OC)c1 was read as mHTT-CaM PPI inh -18 and Pf apPOL block -5.

Filtered by structure: the compounds so far containing two or more sulfur atoms.
Screening CS(=O)(=O)N1CCN(S(C)(=O)=O)C(=O)C1 returned mHTT-CaM PPI inh -3.
Cc1cc(C)nc(NS(=O)(=O)c2ccc(NC(=O)CSc3cccc4cccnc34)cc2)n1 was read as mHTT-CaM PPI inh 16 and Pf apPOL block 0.

The results go on.
`CN1c2cc(F)ccc2C(=O)NC12CCN(C(=O)NCc1ccccc1)CC2` gave mHTT-CaM PPI inh -8 and Pf apPOL block -8.
`Cc1cc(C)nc(SCC(=O)Nc2sc3c(c2C#N)CCCC3)n1` gave mHTT-CaM PPI inh -1 and Pf apPOL block 1.
`O=C1/C(=C/c2ccsc2)N2CCC1CC2` gave mHTT-CaM PPI inh -4.
Screening O=C(NCCc1csc(-c2ccccc2)n1)C1CCCN1C(=O)C1CCCC1 (stereo not drawn) returned mHTT-CaM PPI inh -8 and Pf apPOL block -4.
`COc1ccc2c(=O)c3c(oc2c1)C(=O)N(CCCN(C)C)C3c1cccc([N+](=O)[O-])c1` (stereo not drawn) gave mHTT-CaM PPI inh 4 and Pf apPOL block -10.
O=C(CN1C(=O)C2CC=CCC2C1=O)N1CCC2(CC1)OCCO2 (stereo not drawn) was read as mHTT-CaM PPI inh 2 and Pf apPOL block -6.
Screening CCc1nnc(NC(=O)CSc2nc3ccccc3o2)s1 returned mHTT-CaM PPI inh 2 and Pf apPOL block 5.
O=C(CCC1CCCN(C(=O)Nc2ccccc2)C1)NCc1ccccc1C(F)(F)F (stereo not drawn) was read as mHTT-CaM PPI inh -14 and Pf apPOL block -2.
For COc1ccc(NC(=O)Nc2nnc(CC(C)C)s2)cc1 the results were mHTT-CaM PPI inh -10 and Pf apPOL block 2.
CC(NC(=O)Cn1cnc([N+](=O)[O-])n1)c1ccccc1 (stereo not drawn) was read as mHTT-CaM PPI inh 2 and Pf apPOL block 7.
Screening CCOc1cc(CNc2cccc(Cl)c2C)ccc1OC returned mHTT-CaM PPI inh -9 and Pf apPOL block 0.
CC1CCCN(C(=O)c2ccccc2Br)C1 (stereo not drawn) was read as mHTT-CaM PPI inh -8 and Pf apPOL block 5.
Screening COc1ccc(C(=O)n2nc3c(c2-c2ccc(OC)cc2)COC(C)(C)C3)cc1 returned mHTT-CaM PPI inh -7 and Pf apPOL block -7.
`Cc1ccc(N2CCn3c2nnc(C(=O)NC(C)CCc2ccccc2)c3=O)cc1` (stereo not drawn) gave mHTT-CaM PPI inh -12 and Pf apPOL block -7.
Cc1cc(C)nc(SCc2nc3ccc([N+](=O)[O-])cc3[nH]2)n1 was read as mHTT-CaM PPI inh 7 and Pf apPOL block 1.
O=C(CN1CCN(c2ccccc2)CC1)Nc1ccc(OC(F)(F)Cl)cc1 was read as mHTT-CaM PPI inh 9 and Pf apPOL block -5.
Screening COCCN1C(=O)c2ccccc2C(C(=O)N2CC(C)CC(C)C2)C1c1ccc(F)cc1 (stereo not drawn) returned mHTT-CaM PPI inh 20 and Pf apPOL block -5.
O=C(CN1CCC(c2nc(-c3ccc(F)cc3)no2)CC1)Nc1ccc(F)c(Cl)c1 was read as mHTT-CaM PPI inh -2 and Pf apPOL block 0.
`CCCOc1ccc(/C=C/C(=O)NCCc2nc3ccccc3[nH]2)cc1` gave mHTT-CaM PPI inh 13 and Pf apPOL block 0.
Screening O=c1cc(-c2ccccc2)sc2ccc(Cl)cc12 returned mHTT-CaM PPI inh 7 and Pf apPOL block 6&-23.

Screens from PubChem BioAssay.
